# Eya2 inh: qHTS Assay for Inhibitors of the Phosphatase Activity of Eya2. recombinant Eya2, OMFP fluorescence dephosphorylation (OMFP is methylfluorescein phosphate). Potency, µM (highest dose often 76.9 µM), for the others: at the highest dose activity, negative = inhibition, hits mostly inhibitors. 330,000 compounds, 0.006% hits; also: potency is read from the fitted curve at half-maximal effect; % is scaled to controls: 0 for no effect and ±100 for the full control effect
# Target sequence (O00167 whole entry, looked up): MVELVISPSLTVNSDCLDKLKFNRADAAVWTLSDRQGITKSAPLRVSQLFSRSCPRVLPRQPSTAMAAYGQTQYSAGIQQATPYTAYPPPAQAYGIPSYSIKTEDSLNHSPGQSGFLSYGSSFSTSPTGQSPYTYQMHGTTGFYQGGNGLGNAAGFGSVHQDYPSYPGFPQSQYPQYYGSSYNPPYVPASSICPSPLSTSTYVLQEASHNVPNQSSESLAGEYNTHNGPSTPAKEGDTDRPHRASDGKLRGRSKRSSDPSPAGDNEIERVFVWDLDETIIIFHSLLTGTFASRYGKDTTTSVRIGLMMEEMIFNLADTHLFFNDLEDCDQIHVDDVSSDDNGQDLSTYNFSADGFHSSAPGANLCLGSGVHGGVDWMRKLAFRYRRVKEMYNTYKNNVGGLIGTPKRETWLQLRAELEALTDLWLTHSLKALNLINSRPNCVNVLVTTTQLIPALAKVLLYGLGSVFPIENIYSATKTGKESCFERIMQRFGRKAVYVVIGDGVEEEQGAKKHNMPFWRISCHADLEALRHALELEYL
#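 Eya2 protein (added as 0.2 uM solution) was preincubated with compound for 10 min at ambient temperature in 50 mM HEPES pH 7.5, 50 mM NaCl, 5 uM MgCl2, 0.05% BSA, 1 mM DTT. OMFP (added at 50 uM) then reacted 10 min; fluorescence read at 485/525 nm.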
# USP2a block: qHTS Assay for Inhibitors of Ubiquitin-specific Protease USP2a Using CHOP2 as the Reporter | USP2 core, Ub-CHOP2 coupled fluorogenic reporter, 485/531 | Potency, µM (series often up to 38.3 µM), for the others: top-dose activity change, negative = inhibition, most hits filed as inhibitors | 330,000 compounds, 0.01% hits | AID 463254, 2010;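 also: potency is read from the fitted curve at half-maximal effect; plate controls were DMSO wells for no effect and full inhibition by NEM control for full effect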
#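 Deubiquitinase activity read as fluorescence (485/531 nm) after Ub-CHOP2 cleavage activates the enterokinase reporter on its substrate; USP2 core 10nM, Ub-CHOP2 and substrate 25nM each, 30min compound preincubation then 60min RT; data normalized to NEM, curves fitted.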
# ELG1 genotox: qHTS screen for small molecules that induce genotoxicity in human embryonic kidney (HEK293T) cells expressing luciferase-tagged ELG1; Potency, µM (doses to about 46 µM), without a hit: at the top dose activity change, positive = activation, actives largely listed as activators; HEK293T ELG1-luciferase reporter, luminescence, 16 h; 330,000 compounds, 1.3% hits; also: potency is read from the fitted curve at half-maximal effect; % of control where 0% means no effect; nearly all actives have a fitted effect of over 60% in size
#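 Screening used a luciferase reporter fused to human ELG1 in HEK293T cells. Luminescence was read on a CCD plate imager after 16 hr exposure and 30 min ONE-Glo incubation.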
# p53 reactivator: qHTS assay for re-activators of p53 using a Luc reporter; H1299 p53-A138V BP100-luciferase reporter, luminescence, 24 h; Potency, µM (top dose mostly 92.2 µM), without a hit: at the highest dose activity change, positive = activation, usual class: activators; 320,000 compounds, 0.063% hits; also: potency is read from the fitted curve at half-maximal effect; % of control where 0% means no effect; nearly all actives have a fitted effect of over 45% in size
#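 p53-null H1299 cells stably carrying temperature-sensitive p53-A138V and a BP100-luciferase reporter were pinned with compounds (4-point, 1:5 series) and held 24 hrs at 37 deg C. Luminescence was read 10 min after detection reagent.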
# TRPV1 ag: HTS Assay for Compounds that Act as Agonists of the Vanilloid Receptor 1. Transient receptor potential cation channel subfamily V member 1 (Homo sapiens), Q8NER1. TRPV1-expressing cells, Fluo-8 calcium influx, agonist mode. activation, % at 8.33 µM. 320,000 compounds, 0.19% hits; in the data active = activation above about 80%; inconclusive = between about 30% and that limit; also: 0% is about no effect
#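 Cells expressing TRPV1 were dye-loaded with Fluo-8 and read kinetically: 10 s baseline, 3 min after compound (agonist portion), then 2 min after EC20 capsaicin (allosteric enhancer portion). Calcium-bound dye fluorescence at 480/520 nm.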
# ASM inhibitor: Inhibitors of Secretory Acid Sphingomyelinase (S-ASM): qHTS; placental ASM, HMU-PC fluorogenic substrate, 60 min; 340,000 compounds, 0.006% hits; Potency, µM (series often up to 57.5 µM), for inactives: top-dose activity change, negative = inhibition, most hits filed as inhibitors; also: potency is read from the fitted curve at half-maximal effect
#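 Human placenta-derived ASM preincubated with compound 10 min at room temperature, then reacted with 9 uM (final) fluorogenic HMU-PC substrate for 60 min at 37 C. Stop solution raises pH to 10; fluorescence read at Ex 386/Em 447 nm.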
# B2AR arrestin: qHTS assay of beta-arrestin-biased ligands of beta2-adrenergic receptor. Beta-2 adrenergic receptor (Homo sapiens), P07550. beta-arrestin recruitment to beta2AR, cell-based reporter. Potency, µM (top dose mostly 46.1 µM), inactives show at the top dose activation, hits mostly activators. 330,000 compounds, 0.02% hits;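 also: potency is read from the fitted curve at half-maximal effect; 0% = DMSO controls and full agonism = EC100 isoproterenol or metaproterenol; nearly all actives have a fitted effect of over 65% in size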
# Target sequence (P07550 whole entry, looked up): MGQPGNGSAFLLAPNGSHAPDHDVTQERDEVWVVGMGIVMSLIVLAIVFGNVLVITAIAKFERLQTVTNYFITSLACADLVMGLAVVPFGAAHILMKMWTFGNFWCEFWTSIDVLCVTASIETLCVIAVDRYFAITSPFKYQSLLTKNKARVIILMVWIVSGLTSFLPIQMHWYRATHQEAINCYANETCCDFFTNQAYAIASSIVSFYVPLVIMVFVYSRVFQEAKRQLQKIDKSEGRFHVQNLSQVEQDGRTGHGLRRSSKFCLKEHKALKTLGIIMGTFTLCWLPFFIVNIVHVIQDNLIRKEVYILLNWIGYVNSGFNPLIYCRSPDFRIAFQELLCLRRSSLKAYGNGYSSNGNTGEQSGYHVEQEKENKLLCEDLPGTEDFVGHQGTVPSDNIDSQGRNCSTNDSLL
# Integrin act MD: qHTS for Activators of Integrin-Mediated Alleviation for Muscular Dystrophy. Potency, µM (doses to about 38.3 µM), for inactives: top-dose activation, hits mostly activators. alpha7betagal myoblasts, beta-gal FDG fluorescence, 48 h. 350,000 compounds, 0.064% hits;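 also: potency is read from the fitted curve at half-maximal effect; 100% = response of the positive control SU9516; nearly all actives have a fitted effect of over 60% in size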
#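 Alpha7betagal+/- myoblasts (passage 13) were plated 16-24 hr, then exposed to compounds (1:260 dilution of DMSO stock) for 48 hours at 37C. After MPER lysis, β-galactosidase reporter activity was read as FDG fluorescence (ex 480/em 540) after 30 minutes.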
# uPA surface inh: qHTS for Inhibitors of Cell Surface uPA Generation; cell surface uPA generation assay, qHTS; Potency, µM (doses to about 38.3 µM), inactives show at the highest dose activity change, negative = inhibition, most hits filed as inhibitors; 330,000 compounds, 0.31% hits; active = well fitted inhibition curve with a large enough effect; inconclusive = small, poorly fitted or top-dose-only effect; inactive = no such curve, though single readings can be large or run the other way; tested in mouse RAW 264.7 cells; also: potency is read from the fitted curve at half-maximal effect; % is scaled to controls: 0 for no effect and ±100 for the full control effect; nearly all actives have a fitted effect of over 55% in size
# BRCA1 expr up: qHTS Assay to Identify Small Molecule Activators of BRCA1 Expression | AID 624202, 2012 | MCF7-BRCA1-FFLuc reporter, luminescence, 48 h; response scale: scaled: vehicle 0%, 10 µM genistein 100% | 380,000 compounds, 1.1% hits | Potency, µM (top dose mostly 46.1 µM), for the others: at the highest dose activation, actives largely listed as activators; also: potency is read from the fitted curve at half-maximal effect; nearly all actives have a fitted effect of over 80% in size; some results filed as inactive show a strong effect at the top dose
#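 Compounds are tested at multiple concentrations on MCF7 BRCA1-luciferase reporter cells seeded at 2000 per well; after 48 h, a single luminescence end-point is taken and curves fitted to the normalized data.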
# PTAP TSG101 blk: qHTS Assay for Iinhibitors of HIV-1 Budding by Blocking the Interaction of PTAP/TSG101; Fluorescence polarization, FITC-PTAP peptide / Tsg101 binding; AID 493005, 2010; 340,000 tested, under 10 active; Potency, µM (titrated, usually from 115 µM), inactives show top-dose activity change, negative = inhibition, usual class: inhibitors; Tumor susceptibility gene 101 protein (Homo sapiens), Q99816; active = well fitted inhibition curve with a large enough effect in the main read-out, with a control signal flat, not every such curve was filed as active; inconclusive = small, poorly fitted or top-dose-only effect, or effect the other way, or a change in a side signal; inactive = no such curve, though single readings can be large or run the other way; also: potency is read from the fitted curve at half-maximal effect; % of control where 0% means no effect
#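 Compounds were pin-transferred onto Tsg101 binding domain (10 uM final) in HEPES pH 7.5 buffer, then FITC-PTAP peptide was added at 50 nM final. After 20 min at RT, polarization reported peptide displacement across a qHTS concentration series.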
# * = called active by the depositor; u = inconclusive; x = not tested or not shown; & = joins results of further samples; [ ] = another dose, or the depositor's remark. Unless noted, calls follow the shape of the dose curve; as a rule, active = well fitted curve in the direction sought with a large enough effect; inconclusive = small, poorly fitted or top-dose-only effect, or another doubt; inactive = no such curve, though single readings can be large; an effect the other way counts as inactive or inconclusive. Some of the compounds tested; the hit share may differ from the screen's.
SMILES,Eya2 inh,USP2a block,ELG1 genotox,p53 reactivator,TRPV1 ag,ASM inhibitor,B2AR arrestin,Integrin act MD,uPA surface inh,BRCA1 expr up,PTAP TSG101 blk
Oc1ccc(Br)cc1CN1CCN(c2ccccc2)CC1,-26%,2%,-4%,-3%,3,-1%,0.1%,-5%,x,-28%,-2%
COc1ccc(CCNCc2ccncc2)cc1OC,6%,-2%,0%,14%,3,0%,0.2%,-15%,6%,-1%,-7%
OCc1cnc[nH]1,-2%&2%,2%,0%,4%,4,-2%,-0.2%,x,24%,22%,1%
Clc1cccc(C2NCc3ccccc3-n3cccc32)c1 (stereo unspecified),-8%,1%,-17%,-2%,-15,1%,-0.6%,u,-2%,-6%,0%
COC(=O)C1=C(c2c(C)noc2C)C[C@@H]2CC[C@H]1N2C(=O)NCCOc1ccccc1,11%,4%,3%,-1%,24,0%,-0.7%,6%,14%,0%,-1%
CCN(CC)c1ccc(/C=N/c2sc3c(c2C#N)C2CCN3CC2)c(O)c1,14%,10%,-3%,4%,13,u,0.1%,-46%[inhibitor],-6%,-25%,u
O=C(NCc1ccccc1)C1=C[C@H](c2ccc(Br)cc2)C[C@H](OCc2ccc(CO)cc2)O1,10%,-13%,-7%,-1%,0,-7%,0.4%,7%,6%,-36%,2%
O=c1[nH]c(=S)[nH]c(O)c1N=Nc1ccc(OC(F)F)cc1,6%,-1%,u,u,-4,-10%,0.2%,-19%,u,21%,-2%
CC(C)CC1C(C#N)=C(N)Oc2c1c(=O)oc1ccccc21 (stereo unspecified),9%,-1%,1%,5%,5,-11%,-1.7%,2%,2%,0%,-5%
O=C(N1CCCCCC1)N1CC1,x,x,x,x,x,1%,x,13%,1%,25%,-2%
CCCN(CCC)C1Cc2cc(OC)c(OC)cc2C1,-1%,x,x,x,x,-8%,x,x,-2%,8%,0%
Cc1cc(C)nc(NS(=O)(=O)c2ccc(N=Cc3c(O)n(C)c(=O)n(C)c3=O)cc2)n1,10%,-1%,-3%,1%,0,-2%,-0.1%,-8%,0%,1%,-2%
O=C(CSCc1ccccc1)Nc1ccc2c(c1)OCO2,7%,0%,u,u,27,-3%,-0.2%,-12%,-2%,-1%,-5%
CNCCc1ccc(OC)c(OC)c1,5%,0%,2%,1%,1,-2%,-0.3%,-12%,12%,23%,-2%
CC(=O)O[C@@]12CO[C@@H]1C[C@H](O)[C@@]1(C)C(=O)[C@H](O)C3=C(C)[C@@H](OC(=O)[C@H](O)[C@@H](NC(=O)c4ccccc4)c4ccccc4)C[C@@](O)([C@@H](OC(=O)c4ccccc4)C12)C3(C)C (stereo partly specified),-3%,-5%,2%,x,4,-4%,-0.2%,-46%,0.45µM*,-38%,-2%
Cc1nnc2ccc(N3CCN(C)CC3)nn12,-2%,2%,1%,-2%,-3,5%,-0.2%,2%,0%,-4%,-4%
O=C(O)Cn1cc(C=C2C(=O)NC(=O)NC2=O)c2ccccc21,9%,5%,0%,-1%,0,-11%,0.5%,4%,12%,0%,0%
CC(C)CCC1(CCO)C(=O)NC(=S)NC1=O,x,x,x,x,x,9%,x,20%,1%,2%,-7%
COc1cc2c(cc1OC)C(c1c(O)n(CCc3ccccc3)c(=S)[nH]c1=O)NCC2 (stereo unspecified),-22%,11%,2%,1%,-2,10%,-0.2%,-15%,5%,32%,-4%
COC(=O)C1=C(c2cccc(OC)c2OC)C[C@@H]2CC[C@H]1N2C,0%,1%,0%,-5%,1,5%,-0.2%,-8%,1%,-9%,-4%
O=c1c2ccccc2nc(/C=C/c2ccc(F)cc2)n1-c1ccccc1O,1%,2%,-8%,u,29,6%,-0.4%,-8%,-8%,2%,0%
CC(=O)N1N=C(c2cccnc2)OC1c1ccccc1Cl (stereo unspecified),-2%,4%,1%,-3%,1,-3%,-0.8%,13%,2%,1%,-1%
Cc1cc([P+](=O)O)c(C)n1-c1ccc(Br)cc1,-8%[15.4 µM],4%,2%,-5%,-3,-6%,0.0%,6%,-13%,-44%,-6%
O=C1NC(=O)N(c2ccc3c(c2)OCO3)C(=O)/C1=C/c1ccsc1,4%,2%,3%,0%,-3,2%,0.1%,u,8%,26%,-1%
COC(=O)c1ccc(-n2c(C)nc3ccccc3c2=O)cc1,-16%,3%,0%,6%,2,-2%,-0.1%,-19%,1%,14%,-7%
NC1=NC(=O)N2CC12 (stereo unspecified),x,x,x,x,x,-2%,x,-17%,-1%,-2%,0%
Cc1cc(C)c(NC2=NCCCS2)c(C)c1,-4%,1%,-3%,-8%,-5,5%,0.0%,-15%,-4%,-24%,-7%
CCN1CCN(C(=O)COc2ccc3c(c2)C(=O)CC2(CCN(C(C)=O)CC2)O3)CC1,9%,-1%,-5%,-3%,-4,381%[activator],-0.5%,17%,1%,-4%,-5%
COC(=O)C1=C(c2cccc(C#N)c2)C[C@@H]2CC[C@H]1N2C(=O)NCc1cc(C)oc1C(F)(F)F,9%,1%,-1%,-18%,-10,0%,2.7%,13%,3%,0%,1%
COC(=O)C1=C(c2ccc(S(C)(=O)=O)cc2)C[C@@H]2CC[C@H]1N2C(=O)NCc1cccc2ccccc12,x,x,x,x,x,3%,x,27%,5%,0%,-5%

# Reprinted at random: 2 compounds from above, in no set order.
SMILES,Eya2 inh,USP2a block,ELG1 genotox,p53 reactivator,TRPV1 ag,ASM inhibitor,B2AR arrestin,Integrin act MD,uPA surface inh,BRCA1 expr up,PTAP TSG101 blk
COc1ccc(CCNCc2ccncc2)cc1OC,6%,-2%,0%,14%,3,0%,0.2%,-15%,6%,-1%,-7%
Oc1ccc(Br)cc1CN1CCN(c2ccccc2)CC1,-26%,2%,-4%,-3%,3,-1%,0.1%,-5%,x,-28%,-2%

# Next section
SMILES,Eya2 inh,USP2a block,ELG1 genotox,p53 reactivator,TRPV1 ag,ASM inhibitor,B2AR arrestin,Integrin act MD,uPA surface inh,BRCA1 expr up,PTAP TSG101 blk
COC(=O)C1=C(c2cccc(OC)c2OC)C[C@@H]2CC[C@H]1N2C(=O)NCc1cccc2ccccc12,x,x,x,x,x,-2%,x,-4%,16%,0%,-2%
C[C@H](CO)N1C[C@H](C)[C@@H](CN(C)C(=O)Nc2ccc(C(F)(F)F)cc2)Oc2c(NC(=O)NC3CCCCC3)cccc2C1=O,-45%,1%,-1%,-5%,x,-24%,-0.1%,-29%,u,-61%,-6%
NC(=O)CN1C2CCC1CC(NC(=O)C1CC1)C2 (stereo unspecified),-10%,-1%,1%,1%,6,1%,0.5%,0%,3%,-3%,-3%
CN1CCN(c2c(C#N)c(C(F)(F)F)nn2C)CC1,13%,0%,-4%,-1%,-2,2%,0.3%,-10%,-5%,2%,-1%
COP(=O)(NC(=O)C(Cl)(Cl)Cl)OC,9%,0%,-3%,3%,-8,6%,-0.8%,u,11%,-1%,-1%
C[C@]12CC[C@H](O)CC1=CC(=O)C1C2CC[C@]2(C)C(=O)CCC12 (stereo partly specified),1%,1%,4%,-2%,x,-1%,0.6%,1%,2%,-12%,-1%
COC(=O)C(O)(c1ccc(N(C)S(=O)(=O)c2ccccc2)cc1)C(F)(F)F (stereo unspecified),14%,2%,u,7%,1,1%,0.1%,7%,2%,-11%,5%
CCC(=NCCN1CCOCC1)c1c(O)n(C2CCCCC2)c(=O)[nH]c1=O,-2%,7%,2%,1%,1,-1%,-0.4%,-17%,-4%,0%,-3%
CCCCn1c(O)c(C=NC2CC3CCC2(C)C3(C)C)c(=O)[nH]c1=O (stereo unspecified),1%,0%,-4%,13%,u,-13%,0.2%,-38%,-3%,3%,-4%
CCCCCn1c(=O)c(C(=O)Nc2cc(C)ccn2)c(O)c2ccccc21,2%,-1%,-2%,x,2,-1%,-4.0%,17%,-1%,-9%,-2%
CCC(=NCc1ccc2c(c1)OCO2)c1c(O)n(C)c(=O)n(C)c1=O,8%,5%,-17%,-6%,-2,-6%,0.1%,-32%,-3%,-68%,-1%
c1cc2c(cc1[C@H]1OC[C@H]3[C@@H]1CO[C@@H]3c1ccc3c(c1)OCO3)OCO2,3%,9%,-1%,-5%,10,-2%,-0.5%,x,1%,-3%,-3%
